# Source: PubChem BioAssay
# PAX8 inh HTS – PAX8 transcriptional activity inhibition; RMG-I TPO-luciferase reporter, SteadyGlo, 24 h; inhibition, % at 12.6 µM; actives 1.2% (n = 360,000); AID 652154;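 active = mean replicate inhibition at least 60% with every replicate also reaching 60%; inconclusive = only one of the two criteria is met; inactive = mean below 60% and not all replicates reaching 60%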;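 also: luciferase light reporting Pax8 driven TPO promoter activity; plate controls were median of neutral control wells for no effect and mitoxantrone controls for full effect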
# EWS-Fli block – inhibitors of EWS/Fli oncoprotein transcriptional activity. actives 0.67% (n = 350,000). inhibition, % at 12.6 µM. A673 NR0B1-luciferase reporter, viability-normalised;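 active = mean inhibition of at least 50% after viability correction, with every replicate also passing that limit; inconclusive = mean reaches 50% but only one of two replicates passes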;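 also: firefly luciferase signal divided by Alamar Blue viability fluorescence both relative to DMSO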
# PGC1a acetyl inh – lowers PGC1a acetylation signal in U2OS cells. AID 651687. AlphaScreen anti-acetyl-lysine; with virally co-expressed GCN5 acetyltransferase. actives 0.17% (n = 350,000). inhibition, % at 15.6 µM;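 active = every replicate shows inhibition of at least 40%; inconclusive = mean inhibition at least 40% but some replicate below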;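 also: 0% = neutral control wells and 100% = positive control wells; some results beyond the cut were filed as inactive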
# LGR2 inh – blocks bursicon-induced cAMP signaling via Drosophila LGR2 | HEK293 LGR2, CRE-luciferase, bursicon-stimulated, 4 h | actives 0.35% (n = 380,000) | inhibition, % at 9.99 µM;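 active = drop in luminescence signal, shown as inhibition above about 50% in the replicate tests, limit read from the data, passing the limit was not always enough; inconclusive = probably only some replicates passing the limit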;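 also: agonist challenge used bursicon conditioned medium at about half maximal strength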
# miR-122 sensor – blocks miR-122 activity in Huh7 sensor cells; Huh7 miR-122 Renilla luciferase sensor, 48 h; neutral wells = 0, positive control = 100; activation (reporter increase), % at 12.5 µM; actives 0.3% (n = 340,000);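 active = mean replicate activation score at least 90 and every replicate individually at or above 90; inconclusive = only one of the two criteria met; inactive = neither criterion met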;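 also: higher luciferase means less miR-122 activity so hits act as miR-122 inhibitors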
# FN deposition inh – fibronectin deposition inhibition; AH1F fibroblasts, Alexa488-fibronectin deposition fluorescence, overnight; actives 0.086% (n = 350,000); inhibition, % at 12.6 µM;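 active = mean inhibition across replicates of 30% or more, regardless of how many single replicates reach that level; inconclusive = mean under 30% yet at least half of replicates reach 30%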;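 also: positive control wells lacked labelled fibronectin entirely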
#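 Assay system: AH1F fibroblasts assembling fluorescent fibronectin matrix; Amount: 10000 AH1F cells per well; Buffer or medium: DMEM, 2% serum; Probe or stimulus: Alexa488-fibronectin, 24 nM final in well; Doses: single compound dose, delivered by pin transfer; Incubation: 1 h adhesion, overnight exposure; Measured by: fluorescence 485/525 nm; Read-out: fibronectin deposition inhibition.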
# Cneo AK release – Cryptococcus neoformans lysis via adenylate kinase release; C. neoformans lysis, adenylate kinase release luminescence, 4 h; normalised: neutral wells 0, clomiphene wells 100; lysis activity, % at 15 µM; actives 0.2% (n = 360,000); AID 651654;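 active = mean lysis activity across replicates of at least 80%, whatever share of replicates individually reach that level; inactive = mean lysis activity below 80%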
#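 Assay system: Cryptococcus neoformans yeast cells / Dosing: single-point compound dose / Timing: 4 h at 37 °C static, read 1 h later / Measured by: luminescence of released adenylate kinase using an AK detection reagent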
# CASP6 VEID inh – inhibitors of human caspase-6 | P55212 | actives 0.53% (n = 350,000) | purified caspase-6, Z-VEID-R110 cleavage fluorescence | inhibition, % at 12.5 µM;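 active = mean inhibition across replicates at least about 35%, with every replicate also reaching that limit, limit read from the data; inconclusive = only one of the two criteria met; inactive = neither criterion met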;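 also: 0% = median of neutral control wells and 100% = no fluorescence left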
# Target sequence (P55212 24-179 limits assumed): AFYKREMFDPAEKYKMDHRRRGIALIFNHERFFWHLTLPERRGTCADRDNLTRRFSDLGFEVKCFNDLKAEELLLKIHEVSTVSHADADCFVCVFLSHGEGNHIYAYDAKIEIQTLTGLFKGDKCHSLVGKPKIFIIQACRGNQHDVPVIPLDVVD
# Target sequence (P55212 194-293 limits assumed): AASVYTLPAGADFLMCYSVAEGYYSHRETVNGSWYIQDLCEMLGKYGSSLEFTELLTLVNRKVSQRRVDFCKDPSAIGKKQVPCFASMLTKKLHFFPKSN
# An asterisk follows results filed as active; u = inconclusive; x = no result given; & = joins results of further samples; [ ] = remark or other dose.
SMILES,PAX8 inh HTS,EWS-Fli block,PGC1a acetyl inh,LGR2 inh,miR-122 sensor,FN deposition inh,Cneo AK release,CASP6 VEID inh
CN1CCC(N2CCN(C3CN(Cc4ccccc4)S(=O)(=O)C3)CC2)CC1 (configuration not stated),7,1,-9,3,7,x,1,-25
Cc1cc(C(=O)OCC(=O)NCc2ccc(Cl)cc2Cl)c(C)o1,-3,-9,5,x,0,-3,-1,-3
CC(NC(=O)CN1C(=O)NC(C)(C2CC2)C1=O)c1ccc(F)cc1 (configuration not stated),-8,-1,x,14,x,-7,4,2
Cc1noc(C)c1-c1ccc2ncnc(NCC3CCCCN3C)c2c1 (configuration not stated),-34,33,-16,3,2,-8,-1,-53
O=C(COc1ccc(Cl)cc1Cl)Nc1ccc(CN2CCCCC2)cc1,6,16,1,-2,3,x,9,1
Cc1ccc2ncccc2c1[N+](=O)[O-],8,6,x,7,x,-8,x,1
O=C(CCn1ccc2ccccc21)Nc1ccc(N2CCOCC2)cc1,-7,x,6,x,-7,10,-1,x
CCCC(=O)N1CCN(c2nc3ccc(Br)cc3s2)CC1,-164,x,-8,-52,-4,-6,-1,1
Fc1ccc(-c2n[nH]c(=S)n2Cc2ccccc2)cc1,x,x,3,3,0,x,4,-1
CC(=O)Nc1cc(-c2nc3ccccc3o2)ccc1Cl,-16,-86,x,-15,-3,-1,-2,-2
COCCCN(Cc1cccs1)S(=O)(=O)c1c[nH]c(C(=O)OC)c1,11,4,-5,-16,6,-14,2,2
Cc1nn(Cc2ccccc2Cl)c(C)c1NC(=O)c1noc2c1CCCCC2,x,x,-20,17,-11,-12,x,x
CC(C)NC(=O)N(C)C[C@H]1Oc2c(NC(=O)C3CC3)cccc2C(=O)N([C@@H](C)CO)C[C@H]1C,2,10,-9,-2,-4[16.7 µM],3,55,-1
C=CCn1c(COc2ccccc2F)nnc1SCC(=O)Nc1cc(C)on1,5,-4,x,-2,x,2,x,3
Cn1cnnc1SCc1cccc(Br)c1,-4,x,14,x,-6,1,-2,x
Cc1nn(CC(=O)N2CCN(c3ccccc3)CC2)c(=O)c2ccccc12,17,-3,7,9,0,-2,0,1
CCC(=O)N[C@H]1CC[C@@H](CCNC(=O)Nc2ccc(C(F)(F)F)cc2)O[C@@H]1CO,7,-15,-9,7,5[16.7 µM],-12,-1,-1
COc1cccc2c1c(NC(=O)c1cc(C)on1)nn2C,21,1,-3,-2,7,1,20,2
CCOC(=O)c1ccc(/C=C2\c3ccccc3C(=O)N2c2ccccc2)cc1F,-25,-8,-11,1,-5,-12,3,5
CCCNC(=O)N(C)C[C@@H]1Oc2ncc(C#C[C@@H](C)O)cc2C(=O)N([C@@H](C)CO)C[C@H]1C,x,-7,10,-7,-2[16.7 µM],-1,-2,-3
Clc1cccc(OCCOCCN2CCNCC2)c1Cl,1,-2,-6,14,-7,1,0,-4
O=C(Nc1nnc(SCc2ccccc2)s1)c1cc2c(s1)CCCC2,x,x,-5,-16,-4,x,-2,x
Cc1cccc(/C=C(\C(=O)O)c2ccc(S(=O)(=O)N3CCCC3)s2)c1,13,4,4,5,1,x,1,52*
COc1ccc(C(C)=O)cc1Cn1c(C)c(C(=O)NCc2cccc(C)c2)sc1=O,1,5,x,14,x,-6,-1,-2
COc1ccc(-c2nn(C)c3sc(C(=O)NCc4ccco4)cc23)cc1OC,-6,x,-9,x,5,0,0,x
Cc1ccc(OCC(=O)N2CCN(C3=NS(=O)(=O)c4ccccc43)CC2)cc1,x,x,-15,-5,-10,0,-1,x
O=c1c2c([nH]c3ccccc13)CCC2,-7,16,2,-5,-4,2,1,2
CC1CCC(NC(=O)CCN2C(=O)C3C4C=CC(C4)C3C2=O)CC1 (configuration not stated),0,-7,-4,0,1,-7,1,2
O=C(Nc1nnc(S(=O)(=O)N2CCCCC2)s1)c1ccccc1Br,-11,-5,2,x,-1,-6,1,-1
O=C(Nc1ccc(Cl)cn1)c1cc(S(=O)(=O)N2CCCCC2)ccc1Cl,-1,x,0,x,-1,3,1,x
CC1CN(C(C)C(=O)NNC(=O)c2ccc(F)cc2)CC(C)O1 (configuration not stated),-16,-7,2,-6,-2,4,1,0
O=S(=O)(NCCc1ccncc1)c1ccc(Br)cc1,17,x,x,x,192*,-11,0,x
Cc1nc(Cc2nnc(SCC(=O)N3CCN(c4ccc(O)cc4)CC3)o2)cs1,6,-9,-19,-26,-4,0,3,3
COc1ccc(-c2cc(C(=O)N/N=C/c3cccnc3)c3ccccc3n2)c(OC)c1,-26,-1,13,x,x,21,x,6
Cc1cc(OCc2nc(-c3cccs3)no2)cc(C)c1Cl,-17,-43,-3,-40,2,-11,-1,-2
COCCn1c(SCC(=O)N2CCCC2=O)nnc1-c1ccncc1,5,-3,-1,5,5,0,-20,-1
C[C@@H]1CN([C@@H](C)CO)S(=O)(=O)c2ccc(C#CCN(C)C)cc2O[C@H]1CN(C)C(=O)C1CCCCC1,-9,-9,0,-5,29[16.7 µM],-10,0,-6
C[C@H]1CN([C@@H](C)CO)C(=O)c2cc(NC(=O)NC3CCCCC3)ccc2O[C@H]1CN(C)Cc1ccc(C(=O)Nc2ccccc2N)cc1,x,35,-9,6,10[16.7 µM],-5,2,2
COc1cc(NC(=O)CSc2nnc3c(C)cc4cc(C)cc(C)c4n23)c(C(=O)O)cc1OC,11,5,0,0,x,1,x,0
CCOc1cc(CNCCO)ccc1OCC(=O)NC(C)(C)C,-3,-7,-7,11,0,21,-2,2
O=C(NC1CCCCC1)N1CC2(C1)[C@@H](c1ccccc1)[C@@H](CO)N2CC1CCCC1,14,2,-16,0,x,-2,x,-1
O=C1C2C(c3ccccc3)=NN(c3ccccc3)C2C(=O)N1c1ccccc1 (configuration not stated),-5,8,-1,x,-4,0,4,1
CCc1ccccc1NC(=O)CCS(=O)(=O)c1ccc(C)cc1,-7,6,1,1,-1,24,-1,1
O=C1CCCN1c1ncc(S(=O)(=O)c2ccc([N+](=O)[O-])cc2)s1,42,8,-6,-3,-9,14,x,1
CC1(C(=O)NS(=O)(=O)C2CC2)CCCN(C(=O)c2cccc(C(F)(F)F)c2)C1 (configuration not stated),22,1,2,-4,-2,4,0,-1
N#Cc1cccc(CS(=O)(=O)c2ccc(Cl)cc2)c1,-15,4,x,16,5,-1,0,0
COC(=O)[C@@](C)(O)C1(C(=O)SC(C)(C)C)CC1,-12,-13,6,-7,2,5,-1,1
C[C@H](CO)N1C[C@H](C)[C@@H](CN(C)Cc2ccc(C(F)(F)F)cc2)OCc2cnnn2CCCC1=O,-2&12,7&8,u,-10,-2,4&-10,0,-3&-2

# Structures above that have bromine (4):
SMILES,PAX8 inh HTS,EWS-Fli block,PGC1a acetyl inh,LGR2 inh,miR-122 sensor,FN deposition inh,Cneo AK release,CASP6 VEID inh
CCCC(=O)N1CCN(c2nc3ccc(Br)cc3s2)CC1,-164,x,-8,-52,-4,-6,-1,1
Cn1cnnc1SCc1cccc(Br)c1,-4,x,14,x,-6,1,-2,x
O=C(Nc1nnc(S(=O)(=O)N2CCCCC2)s1)c1ccccc1Br,-11,-5,2,x,-1,-6,1,-1
O=S(=O)(NCCc1ccncc1)c1ccc(Br)cc1,17,x,x,x,192*,-11,0,x

# 2 compounds picked at random from the list so far, as already listed:
SMILES,PAX8 inh HTS,EWS-Fli block,PGC1a acetyl inh,LGR2 inh,miR-122 sensor,FN deposition inh,Cneo AK release,CASP6 VEID inh
O=C1C2C(c3ccccc3)=NN(c3ccccc3)C2C(=O)N1c1ccccc1 (configuration not stated),-5,8,-1,x,-4,0,4,1
COc1cc(NC(=O)CSc2nnc3c(C)cc4cc(C)cc(C)c4n23)c(C(=O)O)cc1OC,11,5,0,0,x,1,x,0

# Remaining list, next part.
SMILES,PAX8 inh HTS,EWS-Fli block,PGC1a acetyl inh,LGR2 inh,miR-122 sensor,FN deposition inh,Cneo AK release,CASP6 VEID inh
Cc1cc(C)cc(NC(=O)c2cccc(NC(=O)c3ccco3)c2)c1,-2,-3,-13,4,0,-8,-2,2
O=C(Nc1cccc2ncccc12)C(Cl)(Cl)Cl,x,7,15,x,x,x,1,2
COc1ccc(NC(=O)Nc2ccc3c(c2)C(=O)N([C@H](C)CO)C[C@H](C)[C@H](CN(C)S(=O)(=O)c2cn(C)cn2)OCCCC[C@H](C)O3)cc1,-1,-13,5,1,23[16.7 µM],x,5,x
CNC(=S)N/N=C/c1cc(C)ccc1C,-1,-6,x,-2,x,-7,x,6
O=C(CCN1C(=O)[C@@H]2Cc3ccccc3CN2C1=O)NCCc1ccccc1,11,x,-32,9,-4,-1,-3,-7
CCOC(=O)C1CCN(C(=O)COc2ccc3c(C)cc(=O)oc3c2)CC1,-4,1,15,-7,-1,5,x,-6
Nn1c(SCc2ccccc2F)nnc1-c1ccccn1,-136,-110,0,-41,-5,-5,2,-2
CC1(C)ON=C(c2cccc(F)c2)NC1=O,4,-66,x,8,x,-5,1,1
Cc1ccc(NC(=S)/N=C(\N)Nc2nc(C)c3cc(C)c(C)cc3n2)cc1C,0,0,-66,0,-13,-4,11,-2
Cc1cc(=O)oc2cc(OCc3nnc(-c4ccccc4Br)o3)ccc12,x,x,-3,-2,5,x,0,x
COC(=O)c1cc(N2C(=O)C3C4C=CC(CC4)C3C2=O)ccc1Cl (configuration not stated),-21,-3,-15,15,-1,-4,-1,1
C#CCNC(=O)C[C@H]1C[C@@]2(C(=O)OC)C(=C[C@H](C(C)(C)C)O[C@@H]2C)N(CCc2ccc(OC)c(OC)c2)C1=O,-21,-6,x,8,x,-3,x,-1
CCOc1ccc2nc(NC(=O)c3ccc(C)o3)sc2c1,-94,-102,-11,1,4,-2,-9,-1
N#CCCN(C(=O)COC(=O)c1cccc(S(=O)(=O)N2CCCC2)c1)c1ccc(F)cc1,x,-1,4,-9,x,3,0,5
Cc1cc(OCC(=O)N2CCN(c3ncccn3)CC2)ccc1Cl,-23,x,x,0,x,9,-3,1
Cc1ccc(S(=O)(=O)N[C@@H]2CC[C@H](CC(=O)NCc3ccc(Cl)c(Cl)c3)O[C@@H]2CO)cc1,31,12,-6,9,x,x,-7,1
C[C@H](CO)N1C[C@H](C)[C@H](CN(C)Cc2ccc(C(=O)O)cc2)Oc2ccc(NC(=O)Nc3cccc4ccccc34)cc2C1=O,18,7,-3,-12,-4[16.7 µM],x,-1,3
COc1ccc(Cl)cc1NC(=O)c1cc(S(=O)(=O)N2CCCC2)cn1C,0,0,5,21,3,11,-1,-2
C[C@H]1CN([C@@H](C)CO)C(=O)c2cccc(NS(=O)(=O)c3cn(C)cn3)c2O[C@@H]1CN(C)Cc1ccc(C(=O)O)cc1,x,-4,9,-5,1[16.7 µM],x,1,-8
CCC(C(=O)OC)n1c(-c2ccccc2)nc2ccccc2c1=O (configuration not stated),-39,6,x,-34,x,-8,x,2
COC1c2ccccc2C(=O)N1CCc1ccc(Cl)cc1 (configuration not stated),-25,-49,-16,-15,-2,-2,-2,-2
O=C(O)C(c1ccccc1)C1(O)CCCCC1 (configuration not stated),-8,-8,x,-2,x,0,0,-2
